Screens from PubChem BioAssay.
FBPA coupling cs: qHTS Assay for Inhibitors of Fructose-1,6-bisphosphate Aldolase from Giardia Lamblia: Coupling assay counterscreen; coupling enzyme system counterscreen, AmpLite Red fluorescence; activity change, negative = inhibition, % at 58.2 µM, hits read low; 290,000 compounds, 0.67% hits; in the data active = activity change below about -30%; also: % is scaled to controls: 0 for no effect and ±100 for the full control effect
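First, compound is pin-transferred into glyceraldehyde-3-phosphate coupling-enzyme reagent at 57.5 uM final and held 10 min at RT. Next, substrate, coupling system and AmpLite Red are added. After 20 min RT, fluorescence (525/598 nm) is read.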
TRPV1 agonist: HTS Assay for Compounds that Act as Agonists of the Vanilloid Receptor 1; Transient receptor potential cation channel subfamily V member 1 (Homo sapiens), Q8NER1; TRPV1-expressing cells, Fluo-8 calcium influx, agonist mode; activation, % at 8.33 µM; 320,000 compounds, 0.19% hits; AID 540275, 2011; in the data active = activation above about 80%; inconclusive = between about 30% and that limit; also: 0% is about no effect
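Cells expressing TRPV1 were dye-loaded with Fluo-8 and read kinetically: 10 s baseline, 3 min after compound (agonist portion), then 2 min after EC20 capsaicin (allosteric enhancer portion). Calcium-bound dye fluorescence at 480/520 nm.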
GALK inhibitor: qHTS Assay for Inhibitors of Human Galactokinase (GALK) | Purified GALK, Kinase-Glo residual ATP luminescence | Potency, µM (titrated, usually from 57.5 µM), inactives show at the top dose activity change, negative = inhibition, actives largely listed as inhibitors | 270,000 compounds, 0.007% hits; also: potency is read from the fitted curve at half-maximal effect; % is scaled to controls: 0 for no effect and ±100 for the full control effect
Target sequence (P51570 whole entry, looked up): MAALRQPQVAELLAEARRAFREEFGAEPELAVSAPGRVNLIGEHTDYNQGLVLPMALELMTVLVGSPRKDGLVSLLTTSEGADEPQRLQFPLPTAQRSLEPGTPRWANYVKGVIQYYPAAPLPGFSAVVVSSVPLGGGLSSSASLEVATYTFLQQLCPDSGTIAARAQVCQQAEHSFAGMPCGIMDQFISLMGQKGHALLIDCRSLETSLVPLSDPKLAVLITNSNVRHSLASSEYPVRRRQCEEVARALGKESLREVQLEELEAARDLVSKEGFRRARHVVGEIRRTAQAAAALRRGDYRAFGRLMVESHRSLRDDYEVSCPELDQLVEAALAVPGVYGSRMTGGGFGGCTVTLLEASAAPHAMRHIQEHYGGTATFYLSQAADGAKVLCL
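Quantitative HTS: GALK 5 nM, ATP 35 uM, galactose 100 uM, 1 h room temperature, then luciferase-based ATP detection.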
MBNL1 CUG block: qHTS Assay for Inhibitors of MBNL1-poly(CUG) RNA binding; Muscleblind-like protein 1 (Homo sapiens), Q9NR56; TR-FRET MBNL1-His/biotin-(CUG)12 binding, 665/545 ratio; Potency, µM (doses to about 57.5 µM), for the others: at the highest dose activity change, negative = inhibition, usual class: inhibitors; 280,000 compounds, 0.036% hits; AID 2675, 2010; active = well fitted inhibition curve with a large enough effect in the signal ratio, with a control signal flat, not every such curve was filed as active; inconclusive = small, poorly fitted or top-dose-only effect, or effect the other way, or a change in a side signal; inactive = no such curve, though single readings can be large or run the other way; the % refers to the signal ratio; also: potency is read from the fitted curve at half-maximal effect; % is scaled to controls: 0 for no effect and ±100 for the full control effect
Target sequence (Q9NR56 whole entry, looked up): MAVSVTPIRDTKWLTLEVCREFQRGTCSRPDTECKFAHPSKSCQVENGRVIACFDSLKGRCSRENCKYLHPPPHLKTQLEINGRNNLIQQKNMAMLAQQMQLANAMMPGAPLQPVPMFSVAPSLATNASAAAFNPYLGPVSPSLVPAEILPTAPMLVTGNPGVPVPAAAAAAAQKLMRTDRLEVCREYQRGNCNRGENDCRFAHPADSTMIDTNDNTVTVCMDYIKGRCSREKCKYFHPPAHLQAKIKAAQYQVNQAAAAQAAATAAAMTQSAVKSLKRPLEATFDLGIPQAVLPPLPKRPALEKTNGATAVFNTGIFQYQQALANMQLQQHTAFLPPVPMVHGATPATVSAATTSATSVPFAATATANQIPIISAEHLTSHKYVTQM
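Ratiometric TR-FRET (665 over 545 nm, excitation 340 nm) tracks disruption of MBNL1-His/biotin-(CUG)12 complex after 60 min at room temperature, with compounds at 92 nM to 58 uM final.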
MLL CXXC-DNA inh: qHTS Fluorescence Polarization Assay for Inhibitors of MLL CXXC domain - DNA interaction | Potency, µM (top dose mostly 115 µM), inactives show top-dose activity change, negative = inhibition, actives largely listed as inhibitors | 290,000 compounds, 0.037% hits | MLL-CXXC / FITC-HOXA9 DNA fluorescence polarization; active = well fitted inhibition curve with a large enough effect in the polarisation, with a control signal flat, not every such curve was filed as active; inconclusive = small, poorly fitted or top-dose-only effect, or effect the other way, or a change in a side signal; inactive = no such curve, though single readings can be large or run the other way; the % refers to the polarisation; also: potency is read from the fitted curve at half-maximal effect
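Steps: dispense CXXC domain solution (7 uM) → pin compounds or unlabeled HOX-A9 DNA control → 5 min ambient → add FLSN-HOX-A9 solution (50 nM) → spin → 30 min ambient → fluorescence polarization. Tris pH 7.5/NaCl/DTT/BSA buffer.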
A-T KAP1 phos: qHTS Assay for Identifying a Potential Treatment of Ataxia-Telangiectasia | […] A-T fibroblasts, KAP-1 phosphorylation AlphaLISA; neocarzinostatin DNA damage 30 min before lysis | Potency, µM (titrated, usually from 57.5 µM), inactives show at the top dose activation, actives largely listed as activators | 320,000 compounds, 0.19% hits | AID 485349, 2010; also: potency is read from the fitted curve at half-maximal effect; % of control where 0% means no effect; nearly all actives have a fitted effect of over 45% in size
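hTERT-immortalized A-T patient fibroblasts ([…]), 500 cells/well in OPTI-MEM, 1% FBS, got compounds for 60 min, then NCS for 30 min at 37C. Lysates were then assayed for phospho-KAP-1 by AlphaLISA (anti-pKAP1 donor, anti-KAP1 acceptor beads), 6 hr at 25C.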
Integrin act MD: qHTS for Activators of Integrin-Mediated Alleviation for Muscular Dystrophy; alpha7betagal myoblasts, beta-gal FDG fluorescence, 48 h; Potency, µM (titrated, usually from 38.3 µM), for the others: at the highest dose activation, actives largely listed as activators; 350,000 compounds, 0.064% hits;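 also: potency is read from the fitted curve at half-maximal effect; 100% = response of the positive control SU9516; nearly all actives have a fitted effect of over 60% in size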
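Alpha7betagal+/- myoblasts (passage 13) were plated 16-24 hr, then exposed to compounds (1:260 dilution of DMSO stock) for 48 hours at 37C. After MPER lysis, β-galactosidase reporter activity was read as FDG fluorescence (ex 480/em 540) after 30 minutes.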
KCNH2 3.1 block: qHTS for Inhibitors of KCHN2 3.1: Mutant qHTS; activity change, % (tested at about 1.8 µM); Potassium voltage-gated channel subfamily H member 2, brain isoform KCNH2 3.1 (human); 340,000 compounds, 0.95% hits; U2OS KCNH2 3.1, thallium flux FluxOr; stronger effect = lower value;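 active = maximum activity change below -70%; inconclusive = maximum activity change from -70% to -50%; inactive = maximum activity change above -50%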;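 also: thallium influx rate constant from kinetic fluorescence after stimulation buffer; % is scaled to controls: 0 for no effect and ±100 for the full control effect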
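Virally transduced U2OS (3.1 isoform, 4 h infection in dark at RT) → overnight 37 C → FluxOr + Red40 in HBSS/HEPES, 45 min → stimulation buffer, 2 min kinetic read → rate constant vs DMSO controls.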
S-ASM inh: Inhibitors of Secretory Acid Sphingomyelinase (S-ASM): qHTS; 340,000 compounds, 0.006% hits; AID 504937, 2011; placental ASM, HMU-PC fluorogenic substrate, 60 min; Sphingomyelin phosphodiesterase (Homo sapiens), P17405; Potency, µM (titrated, usually from 57.5 µM), inactives show top-dose activity change, negative = inhibition, actives largely listed as inhibitors; also: potency is read from the fitted curve at half-maximal effect
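HMU-PC0 cleavage (9 uM final) by human placental ASM, 60 min at 37 °C following 10 min compound exposure at RT; stopped at pH 10, fluorescence Ex 386/Em 447 nm.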
KCNH2 WT inh: qHTS for Inhibitors of KCHN2 3.1: Wildtype qHTS; Voltage-gated inwardly rectifying potassium channel KCNH2 (Homo sapiens), Q12809; U2OS, BacMam KCNH2, thallium flux FluxOr; stronger effect = lower value; AID 720551, 2013; 340,000 compounds, 0.37% hits; activity change, % at 1.84 µM;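 active = maximum activity change below -70%; inconclusive = maximum activity change between -70% and -50%; inactive = maximum activity change above -50%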; also: % is scaled to controls: 0 for no effect and ±100 for the full control effect
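U2OS cells transduced with wild-type KCNH2 virus are loaded with FluxOr dye for 45 min, and thallium flux is measured in kinetic reads before and after stimulation buffer. Rate constants are normalized to DMSO controls.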
* hit, by the source's call; i = inactive; u = inconclusive; x = not tested or not shown; [ ] = another dose, or the depositor's remark. Unless noted, calls follow the shape of the dose curve; as a rule, active = well fitted curve in the direction sought with a large enough effect; inconclusive = small, poorly fitted or top-dose-only effect, or another doubt; inactive = no such curve, though single readings can be large; an effect the other way counts as inactive or inconclusive. The order is random, and some 2% of all compounds hit somewhere here.

SMILES	FBPA coupling cs	TRPV1 agonist	GALK inhibitor	MBNL1 CUG block	MLL CXXC-DNA inh	A-T KAP1 phos	Integrin act MD	KCNH2 3.1 block	S-ASM inh	KCNH2 WT inh
O=C(COC(=O)CNS(=O)(=O)c1ccc(Br)cc1Cl)NC1CC1	x	5	x	x	x	-26%	-7%	18	0%	11
CC(=O)Nc1c2c(nn1-c1cccc(C)c1)CSC2	5	2	0%	0%	6%	2%	13%	1	0%	-23
CN(C)N1C(=O)/C(=C/c2ccco2)SC1=Nc1ccccc1	x	x	x	x	x	x	9%	-1	0%	-8
c1ccc2c(c1)oc1c(NCCN3CCOCC3)ncnc12	-2	6	-2%	0%	9%	-6%	0%	-24	2%	0
O=c1oc2ccccc2c2c1ccc1ccccc12	x	x	x	x	x	2%	-2%	19	48%	23
O=C(Cc1cccc2ccccc12)NCC1CCCO1 (configuration not stated)	3	2	1%	2%	11%	5%	12%	-16	0%	-1
Cc1ccc(N(CC(=O)NCc2ccccc2)C(=O)CCC(=O)Nc2ccccn2)c(C)c1	-1	1	-3%	-4%	2%	-6%	42%	-4	-13%	8
COc1cccc(OCC(=O)Nc2c3c(nn2-c2ccc(F)cc2)CS(=O)(=O)C3)c1	x	3	-2%	-3%	19%	1%	3%	1	-2%	4
CC12CCC(=O)CC1CCC1C2CCC2(C)C1CCC2(O)C(=O)CO (configuration not stated)	x	x	x	x	x	x	2%	-6	2%	-16
CC(C)(Cc1ccc(O)cc1)NC(=O)CC(=O)N/N=C/c1ccc(Cl)cc1	3	-1	x	-2%	-7%	x	4%	x	2%	x
COc1ccc(NC(C)=O)cc1NC(=O)C1CCN(C(=O)Nc2ccccc2)CC1	x	-2	x	x	x	1%	-7%	-2	-3%	-19
CCCn1c(NCCO)nc2ccccc21	-1	-4	3%	3%	1%	x	0%	-9	-2%	-9
CC(C)C[C@H]1COCCS(=O)(=O)N1Cc1ccccc1F	x	x	x	x	x	x	3%	-6	3%	1
CCOc1ccc(Br)cc1S(=O)(=O)Nc1ccc(NC(=O)c2ccccc2F)cc1	-1	-1	-2%	x	-3%	7%	-17%	-7	-19%	-1
CN(C)Cc1c(C(=O)N/N=C/c2ccc(OCc3c(F)cccc3Cl)cc2)nnn1-c1nonc1N	x	3	3%	-10%	17%	6%	-15%	-86*	-9%	-29
COc1ccc(Br)cc1/C=N/NC(=O)c1ccc2nc[nH]c2c1	0	1	3%	u	18%	-4%	9%	16	-3%	1
Cc1cc(C)n2[nH]c(=O)c(N=Nc3ccc(S(N)(=O)=O)cc3)c2n1	0	0	2%	u	4%	6%	6%	-5	-10%	-8
CC(=O)Nc1cccc(NC(=O)CS(=O)(=O)c2cn(CC(=O)N3CCOCC3)c3ccccc23)c1	1	2	4%	-3%	6%	5%	6%	4	2%	-5
OC(CNCC1COc2ccccc2O1)COCc1cccs1 (configuration not stated)	3	2	0%	-1%	-7%	0%	-29%	-3	1%	6
Cc1ccc(-n2c(C)cc(/C=N/NC(N)=S)c2C)cc1	1	18	0%	x	6%	-7%	-35%	-6	0%	1

Reformatted with two lines to a compound: entries from further up
Under each structure – FBPA coupling cs	TRPV1 agonist	GALK inhibitor	MBNL1 CUG block	MLL CXXC-DNA inh	A-T KAP1 phos	Integrin act MD	KCNH2 3.1 block	S-ASM inh	KCNH2 WT inh
- O=C(COC(=O)CNS(=O)(=O)c1ccc(Br)cc1Cl)NC1CC1
→ x	5	x	x	x	-26%	-7%	18	0%	11
- CC(=O)Nc1c2c(nn1-c1cccc(C)c1)CSC2
→ 5	2	0%	0%	6%	2%	13%	1	0%	-23
- CN(C)N1C(=O)/C(=C/c2ccco2)SC1=Nc1ccccc1
→ x	x	x	x	x	x	9%	-1	0%	-8

Gathered by group, those above containing a Cl atom
SMILES	FBPA coupling cs	TRPV1 agonist	GALK inhibitor	MBNL1 CUG block	MLL CXXC-DNA inh	A-T KAP1 phos	Integrin act MD	KCNH2 3.1 block	S-ASM inh	KCNH2 WT inh
O=C(COC(=O)CNS(=O)(=O)c1ccc(Br)cc1Cl)NC1CC1	x	5	x	x	x	-26%	-7%	18	0%	11
CC(C)(Cc1ccc(O)cc1)NC(=O)CC(=O)N/N=C/c1ccc(Cl)cc1	3	-1	x	-2%	-7%	x	4%	x	2%	x
CN(C)Cc1c(C(=O)N/N=C/c2ccc(OCc3c(F)cccc3Cl)cc2)nnn1-c1nonc1N	x	3	3%	-10%	17%	6%	-15%	-86*	-9%	-29

The listing continues.
SMILES	FBPA coupling cs	TRPV1 agonist	GALK inhibitor	MBNL1 CUG block	MLL CXXC-DNA inh	A-T KAP1 phos	Integrin act MD	KCNH2 3.1 block	S-ASM inh	KCNH2 WT inh
C=CC[n+]1c(-c2ccc(OC)c(OC)c2)csc1NNC(=O)Nc1ccccc1	2	-1	2%	0%	-6%	-2%	-63%[inhibitor]	-3	0%	11
COc1ccc(NC(=O)C2CC(=O)NC3=C2C(=O)CC(C)(C)C3)cc1 (configuration not stated)	-1	-1	-2%	-3%	-2%	2%	-21%	6	-1%	5
O=C(NCCOc1ccccc1)C1CCC(=O)N(CCc2ccccn2)C1 (configuration not stated)	0	-3	7%	-8%	2%	-4%	-10%	-6	-1%	-1
CCn1c(C)nc2cc(-c3nc4n(n3)Cc3ccccc3-4)ccc21	-15	0	10%	5%	-9%	-6%	3%	-3	-29%	3
COc1ccccc1NC(=O)c1ccc(CSc2ccccc2)o1	x	30	-4%	1%	12%	25%	26%	1	-9%	-12
Cc1ccccc1N(C(=O)c1snc(C(N)=O)c1N)C(C)C(=O)NC1CCCCC1 (configuration not stated)	1	3	-4%	4%	-3%	-2%	1%	-5	i	-3
Cc1cccc(C)c1OCC(O)Cn1c2ccccc2c2ccccc21 (configuration not stated)	-6	4	-1%	-6%	-1%	17%	-41%	-7	-19%	-3
CC1(C)CC(=O)c2sc(NS(=O)(=O)c3ccc(Cl)cc3)nc2C1	5	-1	8%	3%	0%	-7%	9%	14	4%	-7
CC(SCc1ccc(C(=O)O)o1)c1ccc(C(=O)O)o1 (configuration not stated)	0	-6	4%	-9%	-2%	-16%	8%	3	5%	-2
C/C(=N/NC(=O)C1COc2ccccc2O1)c1ccc(Br)s1 (configuration not stated)	0	17	0%	22%	0%	-2%	0%	-7	-10%	-7
N#C/C(=C\c1ccc(Cl)s1)C(=O)N1CCN(c2ccccc2)CC1	0	2	2%	x	0%	-9%	-15%	-8	-2%	-7
COc1ccc(CN2CCNC(=O)C2CC(=O)N(C)Cc2nonc2C)c(F)c1 (configuration not stated)	x	-2	-3%	-2%	32%	6%	-10%	-10	3%	-11
COc1ccc2nc(Nc3ccc4c(c3)OCO4)sc2c1	-4	u	-4%	-15%	12%	11%	-5%	-10	-2%	-1
CC(=O)/C=C\c1ccc(OC(=O)c2cccnc2)cc1	0	-1	7%	11%	2%	8%	-34%	10	12%	-10
O=C(CC(=O)c1cccnc1)c1ccccc1	x	x	x	x	x	x	-29%	11	-3%	2
COc1ccc(-n2c(=O)c3ccccc3n(CC(=O)OCc3ccccc3)c2=O)cc1OC	3	13	1%	-6%	-5%	-2%	6%	-24	0%	0
Cc1noc(C)c1C(=O)N1CCN(CCc2ccccc2)CC1	1	-9	0%	-8%	1%	-11%	10%	3	5%	21
Cc1cccc(C(=O)N/N=C/c2ccc3c(c2)OCO3)n1	2	22	-3%	u	0%	-1%	26%	8	0%	8
COc1ccc(NC(=O)CCc2nc3ccccc3[nH]2)cc1	0	-1	1%	3%	-7%	0%	20%	-11	-1%	25
CC(C)(C)C(=O)Cn1c(NCCO)nc2ccccc21	3	-1	2%	-24%	1%	x	10%	-2	0%	-11
COc1cc(NC(=O)CSc2nc3[nH]c(=O)cc(O)c3s2)cc(OC)c1OC	x	-2	x	x	x	4%	-2%	3	-1%	11
